# AID364 = cytotoxicity toward Jurkat T cells, primary screen, cell-based, Jurkat E6.1, NIH starter set (AID 364); 3,300 tested, 2% active; Jurkat E6.1 viability, ATP luminescence, 48 h; higher % means a stronger effect; inhibition, % at 4 µM; hits with a dose series show CC50 in µM;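 active = concentration giving half-maximal inhibition at or below 20 micromolar; inactive = half-maximal concentration above 20 micromolar, or not dose tested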;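 note: 100% = cells treated with 4 µM doxorubicin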
# A549 proliferation = A549 NSCLC cell proliferation inhibitors – ATP luminescence, human non-small cell lung line, primary screen (AID 371); A549 growth inhibition, ATP luminescence; hits give high values; growth inhibition, % at 10 µM; 3,300 tested, 8.4% active;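 active = mean growth inhibition over the two runs of 50% or more; inactive = mean growth inhibition under 50%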;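 note: compound exposure lasted 72 h before the ATP read; 0% = untreated cell signal and 100% = no luminescence left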
# HT29 cell growth-1 = HT29 colon tumor cell growth inhibition, primary screen, imaging, high content imaging, 48 h, CellTiter-Glo (AID 771). HT29 cell growth, HCS imaging cell count, 48 h; hits give high values. growth inhibition, % at 10 µM. 3,300 tested, 2% active;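 active = growth inhibition above 90%, meaning viable cell count by imaging cut by more than 90% versus vehicle controls; inactive = growth inhibition below 90%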;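 note: percent fewer viable cells counted by imaging than vehicle controls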
# AID772 = HT29 colon tumor cell growth inhibition, primary screen, imaging, high content imaging, 72 h, CellTiter-Glo (AID 772) | HT29 cell growth, HCS imaging cell count, 72 h; hits give high values | 3,300 tested, 0.6% active | growth inhibition, % at 10 µM;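 active = growth inhibition above 90%, meaning viable cell count cut by more than 90% versus vehicle controls; inactive = growth inhibition below 90%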
# HT29 cell growth-2 = HT29 colon tumor cell growth inhibition, primary screen, imaging, high content imaging, 24 h, CellTiter-Glo (AID 770); HT29 cell number by imaging, 24 h; hits give high values; growth inhibition, % at 10 µM; 3,300 tested, under 10 active;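 active = growth inhibition above 90% in viable cell count at a single dose; inactive = growth inhibition below 90%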
# HT29 cell growth-2 condensed nuclei = also measured in HT29 cell growth-2; calls as there; condensed nuclei, %; measured here: percent cells with condensed nuclei;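 share of cells whose nuclear area falls below control median minus 1.5 SD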
# HT29 cell growth-2 ATP viability = further read-out of HT29 cell growth-2, marked with its call; growth inhibition, %; measured here: ATP CellTiter-Glo viability
# HT29 cell growth-1 condensed nuclei = also measured in HT29 cell growth-1; calls as there; condensed nuclei, %; measured here: percent cells with condensed nuclei;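 condensed means Hoechst nuclear area under control median minus 1.5 SD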
# HT29 cell growth-1 ATP viability = further read-out of HT29 cell growth-1, marked with its call; growth inhibition, %; measured here: ATP CellTiter-Glo viability inhibition
# AID772 condensed nuclei = second read-out of AID772, no call of its own (marks repeat the call); condensed nuclei, %; measured here: percent cells with condensed nuclei;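 condensed means nuclear area below control median minus 1.5 SD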
# AID772 second = also measured in AID772; calls as there; growth inhibition, %; measured here: ATP CellTiter-Glo viability
# An asterisk follows results filed as active; x = not tested or not shown. Some of the compounds tested, so the mix of outcomes need not match the whole.
SMILES,AID364,A549 proliferation,HT29 cell growth-1,HT29 cell growth-1 condensed nuclei,HT29 cell growth-1 ATP viability,AID772,AID772 condensed nuclei,AID772 second,HT29 cell growth-2,HT29 cell growth-2 condensed nuclei,HT29 cell growth-2 ATP viability
COc1cccc(-c2nc(NC(C)C)c3ccccc3n2)c1O,0.8%,77.9*,20.4,2.3,-23.0,-101.6,1.6,-66.2,37.5,1.6,-1.2
N#Cc1nc(-c2ccccc2Cl)oc1N1CCCCC1,-0.7%,25.2,31.5,3.0,1.8,35.3,2.6,-12.2,-10.1,2.2,-7.9
CCCCN1C(=O)C(O)=C(C(C)=O)C1c1ccc(OC)cc1OC (stereo unspecified),-7.0%,-0.3,-25.7,7.5,-0.1,-34.7,1.5,-4.7,22.4,4.6,2.8
Cn1cc(NC(=O)c2cc(NC(=O)c3cc(NC=O)cn3C)cn2C)cc1C(=O)NCCC(=N)N,7.9%,1.1,12.2,1.3,x,-47.2,3.7,-16.3,-41.5,3.2,-17.8
COc1cccc(N2CCN(C3CC(=O)N(c4cccc(Cl)c4)C3=O)CC2)c1 (stereo unspecified),0.4%,4.2,13.0,2.5,14.1,55.0,12.9,15.7,-1.3,5.2,-5.8
CCCCC(=O)O[C@H]1CC[C@H]2[C@@H]3CCc4cc(O)ccc4[C@H]3CC[C@]12C,-2.9%,92.3*,72.2,5.0,x,1.6,8.5,19.6,56.9,2.2,19.0
CCCC(=O)N(Cc1cc2ccccc2[nH]c1=O)c1ccccc1OC,5.7%,4.5,-6.6,3.6,-3.0,67.6,3.5,22.9,1.0,3.8,5.4
Cc1cccc(N2CC(=O)N(c3cccc(C)c3)CC2=O)c1,-3.0%,3.4,10.3,1.8,8.6,1.9,3.0,-49.0,-0.8,2.1,-4.6
COC(=O)c1cc(Br)c(=O)n(Cc2ccc3c(c2)OCO3)c1,-2.1%,9.1,-15.9,1.6,-5.0,-52.3,3.7,-56.7,13.7,7.5,-12.1
COc1nc(NS(=O)(=O)c2ccc(C)cc2)nc(C)c1Cl,-1.1%,11.6,-8.9,3.2,1.4,28.9,9.4,4.6,9.9,2.5,-6.1
COc1ccc2oc(=O)c(-c3nc(C)cs3)cc2c1,1.5%,14.4,11.8,3.8,12.7,62.6,6.2,2.2,-30.7,3.0,-12.9
Cc1ccccc1C(OCCN(C)C)c1ccccc1 (stereo unspecified),1.9%,3.7,16.3,2.1,x,38.5,5.6,29.2,-7.3,3.5,-2.9
CCSc1nnc(NC(=O)NC(CC)(C(F)(F)F)C(F)(F)F)s1,-11.5%,82.1*,89.2,9.5,75.9,62.5,32.4,88.2,52.3,3.7,45.0
CCCSc1nnc(NC(=O)Nc2ccc(F)cc2)s1,11.5%,70.3*,44.7,3.8,7.4,20.1,9.9,21.5,22.6,3.1,7.3
COCc1cc(C)nc(SCC(=O)Nc2ccc(C)c(C)c2)c1C#N,-5.4%,-7.0,22.1,4.0,-4.8,-18.4,3.9,-6.5,7.3,2.3,1.9

# Reprinted at random: two records from the list
SMILES,AID364,A549 proliferation,HT29 cell growth-1,HT29 cell growth-1 condensed nuclei,HT29 cell growth-1 ATP viability,AID772,AID772 condensed nuclei,AID772 second,HT29 cell growth-2,HT29 cell growth-2 condensed nuclei,HT29 cell growth-2 ATP viability
CCCSc1nnc(NC(=O)Nc2ccc(F)cc2)s1,11.5%,70.3*,44.7,3.8,7.4,20.1,9.9,21.5,22.6,3.1,7.3
COc1nc(NS(=O)(=O)c2ccc(C)cc2)nc(C)c1Cl,-1.1%,11.6,-8.9,3.2,1.4,28.9,9.4,4.6,9.9,2.5,-6.1

# Not a retest: 13 of the compounds above.
SMILES,AID364,A549 proliferation,HT29 cell growth-1,HT29 cell growth-1 condensed nuclei,HT29 cell growth-1 ATP viability,AID772,AID772 condensed nuclei,AID772 second,HT29 cell growth-2,HT29 cell growth-2 condensed nuclei,HT29 cell growth-2 ATP viability
COc1cccc(-c2nc(NC(C)C)c3ccccc3n2)c1O,0.8%,77.9*,20.4,2.3,-23.0,-101.6,1.6,-66.2,37.5,1.6,-1.2
N#Cc1nc(-c2ccccc2Cl)oc1N1CCCCC1,-0.7%,25.2,31.5,3.0,1.8,35.3,2.6,-12.2,-10.1,2.2,-7.9
CCCCN1C(=O)C(O)=C(C(C)=O)C1c1ccc(OC)cc1OC (stereo unspecified),-7.0%,-0.3,-25.7,7.5,-0.1,-34.7,1.5,-4.7,22.4,4.6,2.8
Cn1cc(NC(=O)c2cc(NC(=O)c3cc(NC=O)cn3C)cn2C)cc1C(=O)NCCC(=N)N,7.9%,1.1,12.2,1.3,x,-47.2,3.7,-16.3,-41.5,3.2,-17.8
COc1cccc(N2CCN(C3CC(=O)N(c4cccc(Cl)c4)C3=O)CC2)c1 (stereo unspecified),0.4%,4.2,13.0,2.5,14.1,55.0,12.9,15.7,-1.3,5.2,-5.8
CCCCC(=O)O[C@H]1CC[C@H]2[C@@H]3CCc4cc(O)ccc4[C@H]3CC[C@]12C,-2.9%,92.3*,72.2,5.0,x,1.6,8.5,19.6,56.9,2.2,19.0
CCCC(=O)N(Cc1cc2ccccc2[nH]c1=O)c1ccccc1OC,5.7%,4.5,-6.6,3.6,-3.0,67.6,3.5,22.9,1.0,3.8,5.4
Cc1cccc(N2CC(=O)N(c3cccc(C)c3)CC2=O)c1,-3.0%,3.4,10.3,1.8,8.6,1.9,3.0,-49.0,-0.8,2.1,-4.6
COC(=O)c1cc(Br)c(=O)n(Cc2ccc3c(c2)OCO3)c1,-2.1%,9.1,-15.9,1.6,-5.0,-52.3,3.7,-56.7,13.7,7.5,-12.1
COc1nc(NS(=O)(=O)c2ccc(C)cc2)nc(C)c1Cl,-1.1%,11.6,-8.9,3.2,1.4,28.9,9.4,4.6,9.9,2.5,-6.1
COc1ccc2oc(=O)c(-c3nc(C)cs3)cc2c1,1.5%,14.4,11.8,3.8,12.7,62.6,6.2,2.2,-30.7,3.0,-12.9
Cc1ccccc1C(OCCN(C)C)c1ccccc1 (stereo unspecified),1.9%,3.7,16.3,2.1,x,38.5,5.6,29.2,-7.3,3.5,-2.9
CCSc1nnc(NC(=O)NC(CC)(C(F)(F)F)C(F)(F)F)s1,-11.5%,82.1*,89.2,9.5,75.9,62.5,32.4,88.2,52.3,3.7,45.0

# Carrying on:
SMILES,AID364,A549 proliferation,HT29 cell growth-1,HT29 cell growth-1 condensed nuclei,HT29 cell growth-1 ATP viability,AID772,AID772 condensed nuclei,AID772 second,HT29 cell growth-2,HT29 cell growth-2 condensed nuclei,HT29 cell growth-2 ATP viability
O=C1NC2c3ccccc3C(=O)N2c2c1cnn2-c1ccccc1 (stereo unspecified),3.7%,36.6,52.9,4.6,26.4,44.5,8.1,50.7,10.6,5.2,14.7
Nc1[nH]nc2nc(NCc3ccccc3)c3c(c12)CCN(Cc1ccccc1)C3,1.9%,24.5,20.3,2.9,-7.2,49.1,1.2,39.8,-15.0,4.0,-10.1
Cc1c(N=Cc2c(O)n(C3CCCCC3)c(=O)[nH]c2=O)c(=O)n(-c2ccccc2)n1C,7.3%,2.4,-40.9,2.1,-6.2,-1.9,2.8,-21.3,-26.8,5.5,-13.0
COCc1[nH]nc2c1C(c1sccc1C)C(C#N)=C(N)O2 (stereo unspecified),-7.2%,3.6,14.2,1.3,0.3,39.6,9.2,5.9,8.7,2.8,13.7
O=C(O)c1cnn2c(C(F)(F)F)cc(-c3ccco3)nc12,-2.7%,-1.5,-34.9,2.3,-4.8,-72.1,2.0,-16.4,-29.9,3.1,3.8
O=C(c1ccc(=O)oc1)N1CCN(C(c2ccccc2)c2ccccc2)CC1,-14.6%,41.2,27.3,2.6,13.0,25.2,17.1,6.1,-34.2,2.2,-10.0
CC(=O)[C@H]1CC[C@H]2[C@@H]3CCC4=CC(=O)CC[C@]4(C)[C@H]3CC[C@]12C,2.2%,38.2,57.1,5.8,x,76.7,11.4,76.5,36.5,2.1,56.4
O=S(=O)(c1cccc(-c2csc(-c3ccccc3)n2)c1)N1CCOCC1,-14.9%,31.4,86.6,17.6,76.5,50.8,38.1,86.4,23.2,2.4,6.7
O=C(NC1(C(F)(F)F)C(=O)Nc2c1c(=O)[nH]c(=O)n2-c1ccccc1)c1cccnc1 (stereo unspecified),7.5%,1.9,-4.6,2.3,-5.8,51.1,2.6,-17.0,-22.0,1.4,-3.7
O=C(c1cncc(Br)c1)N1CCCc2ccccc21,5.1%,8.5,18.0,1.8,-17.6,22.1,10.9,-12.5,3.0,4.8,-17.1

# Source: PubChem
